PKM2 act: qHTS Assay for Activators of Human Muscle isoform 2 Pyruvate Kinase; Pyruvate kinase PKM (Homo sapiens), P14618; purified PKM2, Kinase-Glo ATP luminescence, activation; response scale: 0% is enzyme alone, no compound; Potency, µM (highest dose often 57.5 µM), for the others: at the highest dose activation, hits mostly activators; 260,000 compounds, 0.34% hits; AID 1631, 2009; also: potency is read from the fitted curve at half-maximal effect; % is scaled to controls: 0 for no effect and ±100 for the full control effect; nearly all actives have a fitted effect of over 55% in size
Target sequence (P14618 whole entry, looked up, canonical isoform): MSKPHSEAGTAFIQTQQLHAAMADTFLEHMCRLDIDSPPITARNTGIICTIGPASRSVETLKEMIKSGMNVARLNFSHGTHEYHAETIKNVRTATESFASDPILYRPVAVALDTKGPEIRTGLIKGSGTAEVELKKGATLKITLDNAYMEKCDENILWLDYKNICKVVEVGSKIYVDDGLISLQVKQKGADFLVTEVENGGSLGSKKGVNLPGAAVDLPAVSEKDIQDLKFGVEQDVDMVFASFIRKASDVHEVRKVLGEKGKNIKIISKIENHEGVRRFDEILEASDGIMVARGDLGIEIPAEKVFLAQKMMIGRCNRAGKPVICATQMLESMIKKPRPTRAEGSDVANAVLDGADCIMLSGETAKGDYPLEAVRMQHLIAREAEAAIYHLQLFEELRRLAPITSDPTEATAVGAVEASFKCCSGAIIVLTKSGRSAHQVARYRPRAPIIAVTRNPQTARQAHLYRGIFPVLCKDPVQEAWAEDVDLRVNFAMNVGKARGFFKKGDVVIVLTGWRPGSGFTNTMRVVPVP
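Kinase-Glo luminescence reports ATP generated from ADP (0.1 mM) and PEP (0.5 mM) by purified hPK-M2 after 1 h at room temperature, pH 7.2 imidazole buffer; intermediate enzyme activity allows detecting inhibitors and activators.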
Integrin act MD: qHTS for Activators of Integrin-Mediated Alleviation for Muscular Dystrophy. alpha7betagal myoblasts, beta-gal FDG fluorescence, 48 h. 350,000 compounds, 0.064% hits. Potency, µM (top dose mostly 38.3 µM), inactives show at the top dose activation, most hits filed as activators. AID 624291, 2012;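 also: potency is read from the fitted curve at half-maximal effect; 100% = response of the positive control SU9516; nearly all actives have a fitted effect of over 60% in size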
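alpha7betagal+/- myoblasts (passage 13, 250/well) treated 48 h at 37C with compounds at 1:260 dilution of DMSO stock. Lysed, then beta-galactosidase activity read as FDG fluorescence (ex 480/em 540) after 30 min, with pre-read for autofluorescence.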
Tb PFK block: qHTS Assay to Find Inhibitors of T. brucei phosphofructokinase | T. brucei PFK, ADP-Glo luminescence | Potency, µM (titrated, usually from 57.5 µM), without a hit: top-dose activity, negative = inhibition, hits mostly inhibitors | 330,000 compounds, 0.17% hits | AID 485367, 2010;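 also: potency is read from the fitted curve at half-maximal effect; 0% = uninhibited 1x PFK enzyme wells and -100% = no-enzyme wells; nearly all actives have a fitted effect of over 60% in size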
Target sequence (O15648 whole entry, looked up): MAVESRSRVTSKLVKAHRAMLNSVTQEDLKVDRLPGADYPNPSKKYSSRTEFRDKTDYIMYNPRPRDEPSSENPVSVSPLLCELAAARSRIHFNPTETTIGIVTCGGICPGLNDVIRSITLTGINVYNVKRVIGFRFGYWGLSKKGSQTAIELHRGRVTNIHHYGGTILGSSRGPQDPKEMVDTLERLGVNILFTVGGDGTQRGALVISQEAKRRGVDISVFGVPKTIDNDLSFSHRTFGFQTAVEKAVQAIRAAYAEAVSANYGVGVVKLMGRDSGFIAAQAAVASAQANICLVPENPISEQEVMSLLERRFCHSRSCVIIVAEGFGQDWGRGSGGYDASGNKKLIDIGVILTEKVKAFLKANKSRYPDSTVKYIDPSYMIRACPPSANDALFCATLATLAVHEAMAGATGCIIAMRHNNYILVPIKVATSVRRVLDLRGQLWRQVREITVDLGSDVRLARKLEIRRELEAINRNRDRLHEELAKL
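In TEA buffer at pH 8.0 with 5 mM MgCl2, enzyme (1.25 nM) converted F6P (0.5 mM) and ATP (0.1 mM) for 45 min at room temperature. ADP product was read by luciferase luminescence.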
GALK inhibitor: qHTS Assay for Inhibitors of Human Galactokinase (GALK); Purified GALK, Kinase-Glo residual ATP luminescence; AID 1868, 2009; Potency, µM (titrated, usually from 57.5 µM), without a hit: at the top dose activity change, negative = inhibition, actives largely listed as inhibitors; 270,000 compounds, 0.007% hits; also: potency is read from the fitted curve at half-maximal effect; % is scaled to controls: 0 for no effect and ±100 for the full control effect
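Human GALK (5 nM) with 35 uM ATP and 100 uM galactose in 20 mM HEPES pH 8.0, 5 mM MgCl2, 60 mM NaCl, 1 mM DTT, 0.01% BSA. After 1 h at room temperature, leftover ATP was read by Kinase-Glo Plus luminescence.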
S-ASM inh: Inhibitors of Secretory Acid Sphingomyelinase (S-ASM): qHTS. Sphingomyelin phosphodiesterase (Homo sapiens), P17405. placental ASM, HMU-PC fluorogenic substrate, 60 min. Potency, µM (highest dose often 57.5 µM), for the others: at the highest dose activity change, negative = inhibition, usual class: inhibitors. 340,000 compounds, 0.006% hits. AID 504937, 2011; also: potency is read from the fitted curve at half-maximal effect
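Fluorogenic HMU-PC substrate (9 uM final) is turned over by placental ASM in 60 min at 37 C after a 10 min compound preincubation. Reaction ended by alkaline stop (pH 10), with fluorescence read at 386/447 nm.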
Menin MLL FP TR: qHTS Assay for Inhibitors Targeting the Menin-MLL Interaction in MLL Related Leukemias: Competition With Texas Red Labeled MLL-derived Mutant Peptide; O00255; Menin + Texas Red MLL mutant peptide, fluorescence polarization; Potency, µM (highest dose often 61.6 µM), inactives show top-dose FP activity change, negative = inhibition, hits mostly inhibitors; 270,000 compounds, 0.23% hits; active = well fitted inhibition curve with a large enough effect in the polarisation, with a control signal flat, not every such curve was filed as active; inconclusive = small, poorly fitted or top-dose-only effect, or effect the other way, or a change in a side signal; inactive = no such curve, though single readings can be large or run the other way; the % refers to the polarisation; also: potency is read from the fitted curve at half-maximal effect; % of control where 0% means no effect; many of its hits are not listed in these tables
Giardia killer: Small Molecules that selectively kill Giardia lamblia: qHTS | Giardia lamblia trophozoite viability | activity change, % at 7.66 µM, hits read low | 340,000 compounds, 0.15% hits; in the data active = activity change below about -80%; inconclusive = between about -30% and that limit;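 also: parasites exposed to compound for two days anaerobically before the ATP read; % is scaled to controls: 0 for no effect and ±100 for the full control effect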
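Anaerobic 48 hrs incubation at 37 deg C of 100 trophozoites/well with test compounds; ATPLite 1-Step luminescence, 15-30 min RT, reports cellular ATP as viability.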
B2AR arrestin: qHTS assay of beta-arrestin-biased ligands of beta2-adrenergic receptor; Beta-2 adrenergic receptor (Homo sapiens), P07550; beta-arrestin recruitment to beta2AR, cell-based reporter; Potency, µM (highest dose often 46.1 µM), without a hit: top-dose activation, usual class: activators; 330,000 compounds, 0.02% hits;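 also: potency is read from the fitted curve at half-maximal effect; 0% = DMSO controls and full agonism = EC100 isoproterenol or metaproterenol; nearly all actives have a fitted effect of over 65% in size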
BCR signal inh: qHTS Assay to Find Inhibitors of Chronic Active B-Cell Receptor Signaling | ABC-DLBCL IkBa-CBG/CBR reporter, luminescence ratio, 4 h | Potency, µM (doses to about 46.1 µM), for the others: at the highest dose ratio change, negative = lower green/red ratio, most hits filed as inhibitors | 340,000 compounds, 0.05% hits | AID 493014, 2011; active = well fitted inhibition curve with a large enough effect in the signal ratio, with a control signal flat, not every such curve was filed as active; inconclusive = small, poorly fitted or top-dose-only effect, or effect the other way, or a change in a side signal; the % refers to the signal ratio;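 also: potency is read from the fitted curve at half-maximal effect; plate controls were basal doxycycline-induced cells for no effect and cells given 10 µM MG132 for full effect; MG132 reads +100%, hits lower the ratio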
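TMD8 ABC-DLBCL cells carrying doxycycline-inducible green luciferase fused to IkappaBalpha plus unfused red luciferase were exposed to compounds (up to 46 uM) for 4 hrs at 37C. Activity came from the overlap-corrected green/red luminescence ratio.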
Coupling enz: qHTS Assay for Inhibitors of Fructose-1,6-bisphosphate Aldolase from Giardia Lamblia: Coupling assay counterscreen | coupling enzyme system counterscreen, AmpLite Red fluorescence | activity change, negative = inhibition, % at 58.2 µM, hits read low | 290,000 compounds, 0.67% hits | AID 2472, 2010; in the data active = activity change below about -30%; also: % is scaled to controls: 0 for no effect and ±100 for the full control effect
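Counterscreen of the coupled detection system alone, without aldolase: glyceraldehyde-3-phosphate coupling enzymes plus AmpLite Red readout. Compounds at 57.5 uM final, 10 min RT preincubation, 20 min RT reaction, fluorescence 525/598 nm.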
PTAP TSG101 blk: qHTS Assay for Iinhibitors of HIV-1 Budding by Blocking the Interaction of PTAP/TSG101; Potency, µM (top dose mostly 115 µM), for inactives: top-dose activity change, negative = inhibition, usual class: inhibitors; AID 493005, 2010; 340,000 tested, under 10 active; Fluorescence polarization, FITC-PTAP peptide / Tsg101 binding; active = well fitted inhibition curve with a large enough effect in the main read-out, with a control signal flat, not every such curve was filed as active; inconclusive = small, poorly fitted or top-dose-only effect, or effect the other way, or a change in a side signal; inactive = no such curve, though single readings can be large or run the other way; also: potency is read from the fitted curve at half-maximal effect; % of control where 0% means no effect
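Compounds were pin-transferred onto Tsg101 binding domain (10 uM final) in HEPES pH 7.5 buffer, then FITC-PTAP peptide was added at 50 nM final. After 20 min at RT, polarization reported peptide displacement across a qHTS concentration series.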
* = called active by the depositor; ? = inconclusive; nt = not tested or not shown; [ ] = another dose, or the depositor's remark. Unless noted, calls follow the shape of the dose curve; as a rule, active = well fitted curve in the direction sought with a large enough effect; inconclusive = small, poorly fitted or top-dose-only effect, or another doubt; inactive = no such curve, though single readings can be large; an effect the other way counts as inactive or inconclusive. Not all compounds are listed (hit frequency here may not be typical).

Preview (10 entries):
1) C=CCNC(=O)c1ccccc1NS(=O)(=O)c1ccc(OC)c(C(=O)N2CCOCC2)c1
2) Cc1nc(NC(=O)CSc2cc(C)c3ccccc3n2)c(Cl)cc1Cl
3) O=C(O)CSCc1nc2cccnc2n1C1CCCCC1
4) CCCCn1c(N)c(N(CCC(C)C)C(=O)COC(=O)c2ccc(CC)cc2)c(=O)[nH]c1=O
5) CCOC(=O)C1CCN(S(=O)(=O)CCNC(=O)c2ccccc2)CC1
6) Cc1ccc(C2=NOC(=O)/C2=C\c2ccc(C)o2)cc1
7) CCOC(=O)C1C(=O)C=C(C)C(C(=O)OCC)C1c1ccc(OC)cc1 (centres undefined)

compound no.,1,2,3,4,5,6,7
S-ASM inh,6%,-7%,0%,5%,-2%,-1%,-2%
PTAP TSG101 blk,-4%,-1%,-6%,-3%,-2%,3%,-4%
B2AR arrestin,0.2%,2.3%,-0.7%,-0.1%,0.1%,-0.1%,-0.1%
Menin MLL FP TR,-13%,?,-18%,nt,nt,nt,?
Giardia killer,1,-6,13,29,33[activator],-5,16
BCR signal inh,-2%,0%,1%,-2%,-25%,20%,-8%
GALK inhibitor,9%,0%,-1%,nt,nt,0%,-2%
PKM2 act,-3%,3%,nt,nt,nt,18%,2%
Integrin act MD,14%,20%,32%,-11%,15%,-28%,2%
Coupling enz,-1,-1,5,nt,nt,1,4
Tb PFK block,0%,1%,0%,-7%,-1%,1%,1%

8) COC(=O)c1oc2ccc(OC)cc2c1N
9) COc1ccc(OC)c2sc(NC(=O)C(C)C)nc12
10) CCCc1nnc(NC(=O)CCC(=O)N2CCN(C3CCCC3)CC2)s1

compound no.,8,9,10
S-ASM inh,6%,-1%,5%
PTAP TSG101 blk,-2%,-3%,-1%
B2AR arrestin,0.3%,0.1%,0.4%
Menin MLL FP TR,1%,4%,?
Giardia killer,-6,-10,21
BCR signal inh,9%,?,0%
GALK inhibitor,1%,0%,0%
PKM2 act,6%,3%,0%[0.46 µM]
Integrin act MD,5%,-8%,38%
Coupling enz,2,-18,3
Tb PFK block,-2%,2%,4%

All compounds of this part, from the start:
1) C=CCNC(=O)c1ccccc1NS(=O)(=O)c1ccc(OC)c(C(=O)N2CCOCC2)c1
2) Cc1nc(NC(=O)CSc2cc(C)c3ccccc3n2)c(Cl)cc1Cl
3) O=C(O)CSCc1nc2cccnc2n1C1CCCCC1
4) CCCCn1c(N)c(N(CCC(C)C)C(=O)COC(=O)c2ccc(CC)cc2)c(=O)[nH]c1=O
5) CCOC(=O)C1CCN(S(=O)(=O)CCNC(=O)c2ccccc2)CC1

compound no.,1,2,3,4,5
S-ASM inh,6%,-7%,0%,5%,-2%
PTAP TSG101 blk,-4%,-1%,-6%,-3%,-2%
B2AR arrestin,0.2%,2.3%,-0.7%,-0.1%,0.1%
Menin MLL FP TR,-13%,?,-18%,nt,nt
Giardia killer,1,-6,13,29,33[activator]
BCR signal inh,-2%,0%,1%,-2%,-25%
GALK inhibitor,9%,0%,-1%,nt,nt
PKM2 act,-3%,3%,nt,nt,nt
Integrin act MD,14%,20%,32%,-11%,15%
Coupling enz,-1,-1,5,nt,nt
Tb PFK block,0%,1%,0%,-7%,-1%

6) Cc1ccc(C2=NOC(=O)/C2=C\c2ccc(C)o2)cc1
7) CCOC(=O)C1C(=O)C=C(C)C(C(=O)OCC)C1c1ccc(OC)cc1 (centres undefined)
8) COC(=O)c1oc2ccc(OC)cc2c1N
9) COc1ccc(OC)c2sc(NC(=O)C(C)C)nc12
10) CCCc1nnc(NC(=O)CCC(=O)N2CCN(C3CCCC3)CC2)s1

compound no.,6,7,8,9,10
S-ASM inh,-1%,-2%,6%,-1%,5%
PTAP TSG101 blk,3%,-4%,-2%,-3%,-1%
B2AR arrestin,-0.1%,-0.1%,0.3%,0.1%,0.4%
Menin MLL FP TR,nt,?,1%,4%,?
Giardia killer,-5,16,-6,-10,21
BCR signal inh,20%,-8%,9%,?,0%
GALK inhibitor,0%,-2%,1%,0%,0%
PKM2 act,18%,2%,6%,3%,0%[0.46 µM]
Integrin act MD,-28%,2%,5%,-8%,38%
Coupling enz,1,4,2,-18,3
Tb PFK block,1%,1%,-2%,2%,4%

Sorted by the number under Integrin act MD (low to high): some entries from above.
| # | canonical_smiles | S-ASM inh | PTAP TSG101 blk | B2AR arrestin | Menin MLL FP TR | BCR signal inh | GALK inhibitor | PKM2 act | Integrin act MD | Tb PFK block |
| --- | --- | --- | --- | --- | --- | --- | --- | --- | --- | --- |
| 7 | CCOC(=O)C1C(=O)C=C(C)C(C(=O)OCC)C1c1ccc(OC)cc1 (centres undefined) | -2% | -4% | -0.1% | ? | -8% | -2% | 2% | 2% | 1% |
| 8 | COC(=O)c1oc2ccc(OC)cc2c1N | 6% | -2% | 0.3% | 1% | 9% | 1% | 6% | 5% | -2% |
| 10 | CCCc1nnc(NC(=O)CCC(=O)N2CCN(C3CCCC3)CC2)s1 | 5% | -1% | 0.4% | ? | 0% | 0% | 0%[0.46 µM] | 38% | 4% |

Carrying on:
11) Cc1cc(C)c2c(N)c(C(=O)Nc3ccccc3F)sc2n1
12) O=C(Nc1cccc(S(=O)(=O)C(F)F)c1)c1ccc(S(=O)(=O)N2CCCC2)cc1
13) O=C(COc1ccc(Br)cc1Br)NC1CCCC1
14) COc1ccc(NC(=O)COC(=O)c2ccc(-n3cnnn3)cc2)c([N+](=O)[O-])c1
15) COC(=O)CCCCCCCCC(O)CN1CCCCC1 (centres undefined)

compound no.,11,12,13,14,15
S-ASM inh,nt,-12%,-6%,0%,2%
PTAP TSG101 blk,-10%,-1%,-5%,1%,1%
B2AR arrestin,-0.4%,0.2%,0.3%,0.0%,0.5%
Menin MLL FP TR,?,?,-3%,nt,9%
Giardia killer,-1,7,51[activator],-2,6
BCR signal inh,?,?,?,?,2%
GALK inhibitor,2%,-3%,-1%,nt,0%
PKM2 act,4%,29%,-4%,nt,-4%
Integrin act MD,8%,-41%,19%,7%,19%
Coupling enz,-2,0,2,nt,3
Tb PFK block,-2%,-2%,-2%,12%,-5%

16) COc1ccc(S(=O)(=O)N2CCN(C)CC2)cc1C(=O)Nc1ccccc1
17) NNC(=O)c1ccc(Cn2cc(Br)c(N)n2)cc1
18) O=C(CC12CC3CC(CC(Br)(C3)C1)C2)Nc1cccc(S(=O)(=O)NC2=NCCC2)c1
19) Cc1nnc(C)n1/N=C/c1cc(Br)cc(Br)c1O
20) COc1cc(COC(=O)c2cnc(C)cn2)c(OC)cc1Br

compound no.,16,17,18,19,20
S-ASM inh,0%,2%,-3%,86%,5%
PTAP TSG101 blk,-2%,-2%,-3%,-24%,-4%
B2AR arrestin,-0.2%,0.3%,-1.4%,0.2%,-0.1%
Menin MLL FP TR,3%,nt,-1%,?,24%
Giardia killer,-3,22,-12,3,-6
BCR signal inh,4%,0%,1%,3%,0%
GALK inhibitor,6%,1%,-2%,-7%,7%
PKM2 act,2%,1%,-3%,1%,-3%
Integrin act MD,21%,0%,14%,-23%,5%
Coupling enz,3,2,0,-6,3
Tb PFK block,0%,0%,1%,-11%,-6%

Assay outcomes (PubChem)
